PrPC surface inh = reduces human prion protein on the cell surface; P04156; cell surface PrPC, TR-FRET read-out; inhibition, % at 13.8 µM; actives 0.43% (n = 370,000); AID 720596; in the data active = inhibition above about 24%; note: 0% = median of the test wells and 100% = reference compound wells
Mtb BioA inh = BioA (M. tuberculosis) enzyme inhibition | purified M. tuberculosis BioA enzyme, plate reader | inhibition, % at 9.99 µM | actives 0.096% (n = 360,000) | AID 602481; in the data active = inhibition above about 40%; inconclusive = no clear call, values can overlap the other calls
BoNT A protease = inhibitors of Botulinum neurotoxin A light chain protease | AID 588499 | inhibition, % at 10 µM | actives 0.17% (n = 360,000) | multiplex microsphere protease substrate cleavage, flow cytometry; in the data active = inhibition above about 30%; inconclusive = no clear call, values can overlap the other calls; note: plate controls were buffer without enzyme for full effect and enzyme alone for no effect
FBA Mtb inh = inhibitors of M. tuberculosis fructose-bisphosphate aldolase. P9WQA3. purified M. tuberculosis FBA, fluorescence read-out. inhibition, % at 1 µM. actives 2.3% (n = 360,000). AID 588726; in the data active = inhibition above about 27%;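 note: 0% = vehicle and 100% = reference inhibitor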
Target sequence (P9WQA3 whole entry, looked up): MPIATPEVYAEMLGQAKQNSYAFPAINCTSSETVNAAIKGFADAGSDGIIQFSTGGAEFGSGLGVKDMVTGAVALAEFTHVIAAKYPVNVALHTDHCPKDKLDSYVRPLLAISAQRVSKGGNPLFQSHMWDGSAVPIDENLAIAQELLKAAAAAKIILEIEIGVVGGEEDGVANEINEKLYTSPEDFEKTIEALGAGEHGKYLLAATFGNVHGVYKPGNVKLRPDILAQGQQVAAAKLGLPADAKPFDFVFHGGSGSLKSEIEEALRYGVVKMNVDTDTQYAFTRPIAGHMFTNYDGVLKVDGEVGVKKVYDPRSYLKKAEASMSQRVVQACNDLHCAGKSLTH
GDH-TPI counter = GDH-TPI coupled enzyme inhibition counter-screen. inhibition, % at 4.8 µM. GDH-TPI coupled enzyme counterscreen, NADH absorbance. actives 1.2% (n = 360,000);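 note: 0% = DMSO wells and 100% = wells lacking the enzyme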
UGM FP inh = inhibitors of M. tuberculosis UDP-galactopyranose mutase | P9WIQ1 | purified UGM, fluorescence polarization probe displacement | inhibition, % at 10 µM | actives 0.06% (n = 320,000) | AID 504406; in the data active = inhibition above about 10%, passing the limit was not always enough; inconclusive = no clear call, values can overlap the other calls
Target sequence (P9WIQ1 whole entry, looked up): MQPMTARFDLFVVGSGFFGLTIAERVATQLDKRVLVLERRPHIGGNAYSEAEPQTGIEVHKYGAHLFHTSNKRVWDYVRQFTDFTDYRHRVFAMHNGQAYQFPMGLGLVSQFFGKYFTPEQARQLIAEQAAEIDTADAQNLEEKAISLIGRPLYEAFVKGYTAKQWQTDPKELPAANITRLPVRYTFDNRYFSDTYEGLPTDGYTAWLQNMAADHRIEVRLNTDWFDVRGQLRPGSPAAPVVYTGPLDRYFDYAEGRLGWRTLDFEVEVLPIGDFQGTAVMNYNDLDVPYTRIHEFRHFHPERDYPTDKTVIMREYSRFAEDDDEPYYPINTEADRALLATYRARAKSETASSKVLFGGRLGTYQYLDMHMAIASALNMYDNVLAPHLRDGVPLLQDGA
BoNT-F LC inh = BoNT F light chain protease inhibition | Multiplex microsphere protease cleavage assay, flow cytometry | inhibition, % at 10 µM | actives 0.22% (n = 360,000); in the data active = inhibition above about 35%, passing the limit was not always enough; inconclusive = no clear call, values can overlap the other calls; note: plate controls were buffer without enzyme for full effect and enzyme alone for no effect
CCHF vOTU inh = blocks the CCHF virus ovarian tumor domain protease. actives 0.55% (n = 370,000). CCHFV vOTU protease, Pep-AMC fluorescence. inhibition, % at 11.5 µM; note: 0% = vehicle wells with enzyme and 100% = no enzyme wells
FadD28 binding = M. tuberculosis FadD28 bisubstrate binding inhibition. FadD28 bisubstrate probe binding, fluorescence polarization. inhibition, % at 12.5 µM. actives 0.22% (n = 360,000). AID 588549; in the data active = inhibition above about 8.5%, passing the limit was not always enough; inconclusive = no clear call, values can overlap the other calls
* hit, by the source's call; ? = inconclusive; / = no result given. Cut-off read from the data, not from the text of the source, unless noted: active = inhibition above about 30%; inactive = the rest.

SMILES	PrPC surface inh	Mtb BioA inh	BoNT A protease	FBA Mtb inh	GDH-TPI counter	UGM FP inh	BoNT-F LC inh	CCHF vOTU inh	FadD28 binding
COC(=O)C1=C(c2ccccc2OCc2ccccc2)C[C@@H]2CC[C@H]1N2C(=O)NCCc1ccc(F)cc1	10	1.9	0.2	2	7	0.2	-6	5	-6.3
CC1CCC/C=C/C(=O)c2c(O)cc(O)cc2CC(=O)O1 (stereo not drawn)	5	1.0	-0.7	0	25	-0.7	-2	-2	0.6
CC1(C)NC(=O)N(CC(O)CN2C(=O)CCC2=O)C1=O (stereo not drawn)	-4	7.4	-2.7	0	-3	1.4	-12	-4	-2.8
CCCCCN(C(=O)CCC(=O)OCC(=O)N1CCCC(C)C1)c1c(N)n(CCCC)c(=O)[nH]c1=O (stereo not drawn)	-2	0.3	-2.4	0	5	-2.6	-8	-9	0.5
CCCn1c(N)c(N2CCCCC2)c(=O)n(CC(=O)Nc2ccc(OC(F)(F)F)cc2)c1=O	-6	/	-0.7	4	-11	-0.9	-10	0	-0.9
O=c1[nH]c(Cc2ccc(F)cc2)nc2scc(-c3ccc(F)cc3)c12	12	0.9	1.3	1	8	1.9	2	6	-0.3
Nc1cc(N)nc(SCCOc2ccccc2F)n1	3	0.3	0.7	-2	-7	2.7	-5	3	-1.3
S=C1NC2=C(CCCC2=C2SCCCS2)C(c2ccccc2)N1 (stereo not drawn)	14	/	-0.1	7	14	0.4	5	19	2.7
COc1ccc(N(C)C(=O)c2cc3c(s2)-c2ccc(Cl)cc2S(=O)(=O)C3)c(OC)c1	-1	-1.1	-2.3	-1	17	-0.5	9	11	1.0
CS(=O)(=O)c1ccc(Cl)c(NC(=O)CN2CCN(C(=O)c3cccs3)CC2)c1	-7	/	-0.3	0	-4	0.3	-4	10	-3.9
COc1cccc(NS(=O)(=O)c2c(C)n(C)c(=O)n(C)c2=O)c1	6	-2.0	-0.8	-1	1	0.1	-10	-7	1.0
COCc1cc(C)nc(SCC(=O)Nc2ccc(N3CCOCC3)cc2)c1C#N	-9	1.8	1.3	0	2	0.4	0	12	-1.9

Copied from the listing (three entries):
SMILES	PrPC surface inh	Mtb BioA inh	BoNT A protease	FBA Mtb inh	GDH-TPI counter	UGM FP inh	BoNT-F LC inh	CCHF vOTU inh	FadD28 binding
COC(=O)C1=C(c2ccccc2OCc2ccccc2)C[C@@H]2CC[C@H]1N2C(=O)NCCc1ccc(F)cc1	10	1.9	0.2	2	7	0.2	-6	5	-6.3
CC1CCC/C=C/C(=O)c2c(O)cc(O)cc2CC(=O)O1 (stereo not drawn)	5	1.0	-0.7	0	25	-0.7	-2	-2	0.6
CC1(C)NC(=O)N(CC(O)CN2C(=O)CCC2=O)C1=O (stereo not drawn)	-4	7.4	-2.7	0	-3	1.4	-12	-4	-2.8

(continued)
SMILES	PrPC surface inh	Mtb BioA inh	BoNT A protease	FBA Mtb inh	GDH-TPI counter	UGM FP inh	BoNT-F LC inh	CCHF vOTU inh	FadD28 binding
O=C(CSc1nnc(-c2cnccn2)n1Cc1ccco1)c1ccccc1	8	0.3	-2.5	-2	2	-2.9	-6	0	-1.6
Cc1cccc(OCc2nnc(SCC(=O)N3c4ccccc4Sc4ccc(Cl)cc43)o2)c1	5	/	0.2	-8	6	1.1	-4	-7	-4.1
COc1ccccc1-c1nc2n(n1)C(c1ccccc1Cl)C(C(N)=O)=C(C)N2 (stereo not drawn)	-5	0.0	-1.5	1	2	0.8	-8	2	-0.6
Cc1nc2c(cnn2-c2ccccc2Cl)c(=O)n1-c1ccc(C(C)C)cc1	10	-0.9	-1.5	0	6	2.1	-15	21	1.4
N#CC1=C(N)N(c2ccccc2)C(c2ccccc2)C1(C#N)C#N (stereo not drawn)	7	/	-0.3	16	10	2.8	0	-4	2.6
CC1(C)CC(=O)C=C(Nc2ccc(OCC(F)(F)C(F)F)cc2)C1	-1	0.5	0.7	-3	10	-1.3	?	14	-2.9
O=S(=O)(Nc1ccc(-c2cn3cccnc3n2)cc1)c1ccccc1	1	/	-0.3	64*	16	1.0	2	-55	-1.5
C=CC(O)(C#CCN(CC)CC)c1ccccc1 (stereo not drawn)	-9	/	-1.4	2	-5	-1.4	-10	-9	-0.8
CN=c1scc(-c2c[nH]c3ccccc23)n1C	6	/	0.5	1	-1	/	2	-7	/
COCCn1cnc2c1c(=O)n(Cc1ccc(C#N)cc1)c(=O)n2Cc1ccccc1	-3	-2.1	-0.2	1	-6	-1.7	4	7	-0.9
Cc1cc(S(=O)(=O)N2CCOCC2)ccc1OCC(=O)Nc1ccc(F)cc1F	-8	2.8	-3.6	-7	3	-1.5	4	4	-2.8
COC(=O)c1cccc(CC2(C)C(=O)Nc3cc(-c4ccccc4Cl)ccc32)c1 (stereo not drawn)	4	-1.1	0.2	0	6	/	-2	24	-1.3

(next part)
SMILES	PrPC surface inh	Mtb BioA inh	BoNT A protease	FBA Mtb inh	GDH-TPI counter	UGM FP inh	BoNT-F LC inh	CCHF vOTU inh	FadD28 binding
O=C(c1ccc2c(c1)OCO2)N1CCC2(CC1)Oc1ccc(F)cc1C(=O)C21CC(c2cccnc2)=NO1 (stereo not drawn)	-3	0.2	-0.3	4	8	-3.2	2	-4	-0.4
O=c1c2ccccc2cnn1Cc1n[nH]c(=S)n1-c1ccccc1Cl	-2	/	-0.4	-1	9	-1.5	-6	4	-2.7
Cc1ccc(N2CC(=O)Nc3c(oc4nc(-c5ccccc5)cc(C)c34)C2=O)cc1	-5	/	-0.4	1	3	0.3	-1	-11	-2.7
O=C(Cn1c(=O)c2c(ncn2Cc2ccccc2)n(Cc2ccccc2)c1=O)N1CCc2ccccc21	-4	-1.0	0.4	-2	16	-0.1	-3	11	-0.6
CC(OC(=O)c1cc(=O)c2ccccc2o1)C(=O)c1ccccc1 (stereo not drawn)	-10	-1.5	-0.3	4	7	0.8	-2	6	-1.0
COc1ccc(S(=O)(=O)N2CCCOC2CNC(=O)C(=O)NCc2ccco2)cc1C (stereo not drawn)	-4	-1.1	0.8	3	9	-3.3	3	-13	-3.0
Cc1cccc2sc(N(CCCN(C)C)C(=O)c3sc4ccccc4c3Cl)nc12	15	0.6	-1.6	-1	-10	0.1	-11	-5	-9.2
CC(=O)OC1C=CCC2C(=O)c3cccc(O)c3C(O)C12 (stereo not drawn)	-8	/	-0.1	2	4	/	-4	-6	0.1
COc1ccccc1-n1c(=S)[nH]c2c(sc(=S)n2-c2ccccc2)c1=O	7	/	-0.8	6	3	0.8	1	3	-0.8
CC1OC(OC2C(O)CC(OC3C(O)CC(OC4CCC5(C)C(CCC6C5CCC5(C)C(C7=CC(=O)OC7)C(O)CC65O)C4)OC3C)OC2C)CC(O)C1O (stereo not drawn)	2	/	0.0	1	4	/	4	-4	-0.5
CC(=O)NC(=S)Nc1ccc(-c2nc3ccc(C)cc3s2)cc1	7	-2.5	-0.9	6	5	3.0	-7	-8	-3.5
COc1ccccc1CN1CCNC(=O)C1CC(=O)N(C)CC1CCOCC1 (stereo not drawn)	2	-1.5	0.1	1	-4	0.1	-2	12	-0.8

Remaining list, next part.
SMILES	PrPC surface inh	Mtb BioA inh	BoNT A protease	FBA Mtb inh	GDH-TPI counter	UGM FP inh	BoNT-F LC inh	CCHF vOTU inh	FadD28 binding
CC1CCC(C(C)C)C(OCC(O)CNC(C)(C)C)C1 (stereo not drawn)	21	/	-0.5	3	-12	-1.4	0	9	-4.0
COCc1cc(C)nc(SCC[N+](C)(C)CC(=O)c2ccc(Br)cc2)c1C#N	-5	/	-0.3	2	-2	3.0	-8	0	-3.8
COc1ccc(C(=O)NCCc2c[nH]c3ccccc23)cc1OC	-1	1.6	5.3	-1	7	-0.1	?	-6	-2.8
COc1ccc(N2CCN(S(=O)(=O)c3cc(-c4cc(C)no4)ccc3C(C)C)CC2)cc1	-1	-0.8	-3.3	0	-2	2.8	-11	8	-1.3
O=C(NNC(=O)c1ccccc1F)c1ccc(-n2cncn2)c([N+](=O)[O-])c1	-7	/	1.1	-1	-1	-0.4	-4	12	-2.0
COc1ccc(-n2nnnc2SCC(=O)Nc2c(C)n[nH]c2C)cc1	3	-1.0	-0.3	-2	4	4.9	-1	2	-0.2
COCCNC(=O)C1(C)CCCN(C(=O)c2cnc3ccccc3n2)C1 (stereo not drawn)	-7	-0.2	0.1	-1	7	/	-9	28	-0.5
CC(=O)NCCCCCCNC(C)=O	5	-1.9	0.3	2	-1	-1.5	-4	2	-1.0
CC1CCCN(c2nc3nonc3nc2Nc2ccccc2F)C1 (stereo not drawn)	-7	/	-0.7	-1	0	-3.2	-4	-2	-3.1
CC1(C)CC(NC(=O)c2ccccn2)CC(C)(C)N1O	-5	/	-0.8	0	-2	1.2	-6	8	-0.8
COCc1c(C(=O)Nc2nnc(C3CC3)s2)oc2ccccc12	6	-3.3	0.0	-1	44*	/	-3	24	-1.2
Cc1cccc(C)c1NC(=O)CNC(=O)c1ccc2ccccc2n1	-8	-5.8	-0.9	6	-1	-4.3	0	-5	1.0

More compounds follow.
SMILES	PrPC surface inh	Mtb BioA inh	BoNT A protease	FBA Mtb inh	GDH-TPI counter	UGM FP inh	BoNT-F LC inh	CCHF vOTU inh	FadD28 binding
CC(C)c1onc(C(=O)N(C)C2CCCCC2)c1[N+](=O)[O-]	-7	/	0.4	-4	-2	1.3	-1	-7	-3.2
Cc1cccnc1C(NC(=O)C1CCN(Cc2ccccc2)CC1)c1ccc(F)cc1 (stereo not drawn)	-17	0.4	0.1	0	3	/	-6	3	-1.6
COc1ccc(OC)c(Nc2nc3ccc(C)cc3n3cnnc23)c1	-2	0.2	0.3	11	11	-3.1	5	0	/
NC(=O)CC(NC(=O)c1ccccc1)c1ccc(N2CCC(Cc3ccccc3)CC2)c([N+](=O)[O-])c1 (stereo not drawn)	4	-1.3	0.1	0	-10	-0.7	-2	-3	-3.5
COc1ccc([C@H]2CC(=O)C=C(c3ccc(OC)cc3OC)C2)cc1	11	0.5	0.1	1	15	1.4	0	4	-3.5
COc1cc(-c2noc(CCC(=O)NC3CCCC3)n2)cc(OC)c1OC	-5	/	3.2	-1	1	1.4	15	-1	-0.7
Cc1ccc(NC(=O)CSc2nnc(-c3ccc(S(=O)(=O)N4CCOCC4)cc3)n2C)cc1	-5	0.7	?	0	-4	0.4	2	-4	-2.5
Cc1cccc2cc(C#N)c(NCCNC(=O)c3ccccc3)nc12	2	1.0	0.7	40*	13	/	4	-38	-3.8
Cc1ccc(NC(=O)COC(=O)c2ccccc2F)cc1S(=O)(=O)N1CCCCC1	4	-0.7	-0.8	1	-3	/	-12	-2	-2.8
COc1ccc(CNC(=O)CN2CCN(S(=O)(=O)c3cccs3)CC2)cc1OC	9	/	0.0	1	-6	-2.7	3	2	-1.4
COC(=O)c1ccccc1NC(=O)CN(c1cc(OC)ccc1OC)S(C)(=O)=O	0	/	-0.7	1	1	0.6	4	0	-0.8
COc1ccc(C(=O)NCc2ncccc2C)cc1OC1CCN(C(C)=O)CC1	-2	0.1	-2.7	1	5	-1.3	-10	-7	0.5

(listing goes on)
SMILES	PrPC surface inh	Mtb BioA inh	BoNT A protease	FBA Mtb inh	GDH-TPI counter	UGM FP inh	BoNT-F LC inh	CCHF vOTU inh	FadD28 binding
Cc1ccc(S(=O)(=O)NCCNC(=O)CN2CCOCC2)cc1	3	2.1	-0.7	2	-1	0.1	-2	4	-2.1
COc1ccc(CNC(=O)COC(=O)c2n[nH]c3ccccc23)cc1	-5	-1.3	-0.5	6	4	0.2	-25	12	-5.3
Cc1cc(NS(=O)(=O)c2ccc(NC(=O)c3cc4c(=O)n5ccccc5nc4s3)cc2)nc(C)n1	-9	/	1.2	18	11	/	1	-10	-11
COc1ccc(C(C)(C)C)cc1NC(=O)c1c(C)noc1C	5	-0.3	0.1	0	-9	4.3	1	-3	-3.0
CC12CN(C(=O)c3ccco3)CC(c3ccccc3)(CN(C(=O)c3ccco3)C1)C2=O	2	-0.7	0.6	11	9	0.1	-6	4	-2.9
COc1ccc2[nH]cc(S(=O)(=O)c3ccc(C)cc3)c2c1	-1	/	0.3	2	-3	-2.5	1	-5	-2.0
Nc1c(-c2ccccn2)cnn1-c1nc(-c2ccc(F)cc2)cs1	-2	/	1.0	1	14	0.8	-3	4	-2.3
O=C1CCCCCC1C1(O)C(=O)Nc2ccc(Br)cc21 (stereo not drawn)	1	1.9	1.5	1	-11	-0.4	13	-11	-4.4
CCc1ccc(-c2cc3c(=O)n(CC(=O)NCCCN4CCN(CC)CC4)nc(C)n3n2)cc1	-11	0.8	-0.7	1	-7	-1.4	-1	11	-2.3
